Screening results deposited in PubChem BioAssay by National Center for Advancing Translational Sciences (NCATS).
Mito fusion act – mitochondrial division inhibition or fusion activation | S. cerevisiae fusion-defective mutant growth rescue, CellTiterGlo 48 h | Potency, µM (top dose mostly 46.1 µM), for the others: at the highest dose growth rescue (activation), most hits filed as activators | 320,000 compounds, 0.23% hits | AID 485298;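 also: potency is read from the fitted curve at half-maximal effect; % of control where 0% means no effect; nearly all actives have a fitted effect of over 45% in size; temperature-sensitive fusion mutants such as fzo1-1 at 37 °C on non-fermentable ethanol glycerol medium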
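S. cerevisiae fusion-defective temperature-sensitive mutants (e.g. fzo1-1, mgm1-5) grown 48 h at 37C in YPEG (ethanol/glycerol non-fermentable) medium with 23 nl compound per well; growth rescue read as CellTiterGlo luminescence.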
VP16 counter – inhibits Gal4-VP16 luciferase reporter, ROR gamma counter-screen | Drosophila S2 Gal4-VP16 UAS-luciferase, luminescence, 20 h | Potency, µM (titrated, usually from 53.6 µM), inactives show at the top dose activity, negative = inhibition, usual class: inhibitors | 310,000 compounds, 3.5% hits | AID 2546;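 also: Gal4-VP16 expression switched on by copper sulfate through the metallothionein promoter; potency is read from the fitted curve at half-maximal effect; % is scaled to controls: 0 for no effect and ±100 for the full control effect; nearly all actives have a fitted effect of over 50% in size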
KCNH2 3.1 block – KCNH2 3.1 (human) potassium channel inhibition. 340,000 compounds, 0.95% hits. U2OS KCNH2 3.1, thallium flux FluxOr; hits give low values. activity change, % (tested at about 1.8 µM). AID 720553;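 active = maximum activity change below -70%; inconclusive = maximum activity change from -70% to -50%; inactive = maximum activity change above -50%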;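 also: thallium influx rate constant from kinetic fluorescence after stimulation buffer; % is scaled to controls: 0 for no effect and ±100 for the full control effect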
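Measured as rate of thallium-driven FluxOr signal in transduced U2OS cells carrying the 3.1 channel, read kinetically for 2 min upon stimulation; values are rate constants scaled to DMSO control wells.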
Menin MLL FP TR – inhibitors of human menin-MLL interaction, mutant MLL peptide | O00255 | Menin + Texas Red MLL mutant peptide, fluorescence polarization | Potency, µM (titrated, usually from 61.6 µM), inactives show at the top dose FP activity change, negative = inhibition, most hits filed as inhibitors | 270,000 compounds, 0.23% hits | AID 1768; active = well fitted inhibition curve with a large enough effect in the polarisation, with a control signal flat, not every such curve was filed as active; inconclusive = small, poorly fitted or top-dose-only effect, or effect the other way, or a change in a side signal; inactive = no such curve, though single readings can be large or run the other way; the % refers to the polarisation; also: potency is read from the fitted curve at half-maximal effect; % of control where 0% means no effect; many of its hits are not listed in these tables
Target sequence (O00255 whole entry, looked up): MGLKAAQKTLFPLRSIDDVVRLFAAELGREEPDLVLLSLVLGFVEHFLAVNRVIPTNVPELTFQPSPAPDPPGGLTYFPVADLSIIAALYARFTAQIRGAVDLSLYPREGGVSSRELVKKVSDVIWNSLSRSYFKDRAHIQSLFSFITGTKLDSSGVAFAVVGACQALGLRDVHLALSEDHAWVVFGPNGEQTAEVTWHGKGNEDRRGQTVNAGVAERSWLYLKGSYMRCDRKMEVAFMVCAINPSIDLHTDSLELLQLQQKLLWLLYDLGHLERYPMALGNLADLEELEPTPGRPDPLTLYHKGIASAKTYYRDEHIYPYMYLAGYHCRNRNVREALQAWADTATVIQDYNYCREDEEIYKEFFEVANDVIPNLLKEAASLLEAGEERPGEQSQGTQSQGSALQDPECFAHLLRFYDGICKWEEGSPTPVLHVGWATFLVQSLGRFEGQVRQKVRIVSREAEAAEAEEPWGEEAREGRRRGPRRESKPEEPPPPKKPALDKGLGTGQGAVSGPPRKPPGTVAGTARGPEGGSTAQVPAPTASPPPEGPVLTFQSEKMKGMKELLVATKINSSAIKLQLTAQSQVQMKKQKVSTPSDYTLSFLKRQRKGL
FLuc modulator – inhibits or activates purified firefly luciferase, miR-21 counter-screen; 360,000 compounds, 6.9% hits; purified FLuc, Km substrates, luminescence inhibition; Potency, µM (highest dose often 57.5 µM), for the others: at the highest dose activity change, negative = inhibition, actives largely listed as inhibitors;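 also: potency is read from the fitted curve at half-maximal effect; plate controls were vehicle for no effect and reference inhibitor for full effect; nearly all actives have a fitted effect of over 55% in size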
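Purified P. pyralis luciferase, 10 nM final, with Km-level 10 uM D-luciferin and 10 uM ATP in 50 mM Tris acetate pH 7.5, 10 mM Mg acetate, 0.01% Tween-20, 0.05% BSA; 6-point qHTS titration about 60 µM downward; luminescence read.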
ELG1 DNA repair – ELG1-dependent DNA repair inhibition; Potency, µM (titrated, usually from 46.1 µM), for inactives: at the top dose activity change, negative = inhibition, usual class: inhibitors; 330,000 compounds, 2.3% hits; HEK293T ELG1-luciferase reporter, luminescence, 16 h; DNA damage induced by 5-fluorouridine; also: potency is read from the fitted curve at half-maximal effect; % is scaled to controls: 0 for no effect and ±100 for the full control effect; nearly all actives have a fitted effect of over 55% in size
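Cells (2,000 per well) received 5-fluorouridine plus test compound or DMSO and were incubated 16 hr at 37 °C, 5% CO2. Luciferase activity was read by luminescence 30 min after ONE-Glo addition; signal suppression marked inhibition of damage-induced ELG1 function.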
MBNL1-CUG inh – blocks human MBNL1 binding to CUG repeat RNA; 280,000 compounds, 0.036% hits; TR-FRET MBNL1-His/biotin-(CUG)12 binding, 665/545 ratio; Potency, µM (highest dose often 57.5 µM), inactives show at the highest dose activity change, negative = inhibition, hits mostly inhibitors; AID 2675; active = well fitted inhibition curve with a large enough effect in the signal ratio, with a control signal flat, not every such curve was filed as active; inconclusive = small, poorly fitted or top-dose-only effect, or effect the other way, or a change in a side signal; inactive = no such curve, though single readings can be large or run the other way; the % refers to the signal ratio; also: potency is read from the fitted curve at half-maximal effect; % is scaled to controls: 0 for no effect and ±100 for the full control effect
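Compounds (final 92 nM to 58 uM) are added to His-tagged MBNL1 and biotin-(CUG)12, then terbium anti-His antibody and streptavidin-XL665 (5 nM final). After 60 min at room temperature, the 665/545 nm ratio is read.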
RORgamma inh – blocks mouse ROR gamma transcriptional activity. P51450. Drosophila S2 Gal4-RORgamma UAS-luciferase reporter, 20 h. Potency, µM (top dose mostly 53.6 µM), for inactives: at the top dose activity change, negative = inhibition, hits mostly inhibitors. 310,000 compounds, 5.4% hits. AID 2551; also: potency is read from the fitted curve at half-maximal effect; % is scaled to controls: 0 for no effect and ±100 for the full control effect; nearly all actives have a fitted effect of over 60% in size
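Drosophila Schneider cells stably carrying a metallothionein-driven Gal4 DBD–ROR gamma fusion and a UAS-Photinus luciferase reporter were exposed to compound for 1 hr, then induced with copper sulfate (700 uM final) for 20 hr at ambient temperature before luminescence reading.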
Rab9 prom act – Rab9 promoter activation; Huh7 Rab9 promoter-luciferase reporter, luminescence, 24 h; Potency, µM (highest dose often 9.22 µM), inactives show at the top dose activation, negative = inhibition, hits mostly activators; 320,000 compounds, 2.8% hits; AID 485297; also: potency is read from the fitted curve at half-maximal effect; % of control where 0% means no effect; nearly all actives have a fitted effect of over 60% in size
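Steps: seed 1500 Huh7 Rab9-luc cells per well, rest 2 h at 37 °C; add compound in DMSO; incubate 24 h; add luciferase reagent, 10 min ambient; read luminescence.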
PKM2 activator – PKM2 (human) enzyme activation. purified PKM2, Kinase-Glo ATP luminescence, activation; response scale: 0% is enzyme alone, no compound. 260,000 compounds, 0.34% hits. P14618. Potency, µM (highest dose often 57.5 µM), for inactives: top-dose activation, actives largely listed as activators; also: potency is read from the fitted curve at half-maximal effect; % is scaled to controls: 0 for no effect and ±100 for the full control effect; nearly all actives have a fitted effect of over 55% in size
Target sequence (P14618 whole entry, looked up): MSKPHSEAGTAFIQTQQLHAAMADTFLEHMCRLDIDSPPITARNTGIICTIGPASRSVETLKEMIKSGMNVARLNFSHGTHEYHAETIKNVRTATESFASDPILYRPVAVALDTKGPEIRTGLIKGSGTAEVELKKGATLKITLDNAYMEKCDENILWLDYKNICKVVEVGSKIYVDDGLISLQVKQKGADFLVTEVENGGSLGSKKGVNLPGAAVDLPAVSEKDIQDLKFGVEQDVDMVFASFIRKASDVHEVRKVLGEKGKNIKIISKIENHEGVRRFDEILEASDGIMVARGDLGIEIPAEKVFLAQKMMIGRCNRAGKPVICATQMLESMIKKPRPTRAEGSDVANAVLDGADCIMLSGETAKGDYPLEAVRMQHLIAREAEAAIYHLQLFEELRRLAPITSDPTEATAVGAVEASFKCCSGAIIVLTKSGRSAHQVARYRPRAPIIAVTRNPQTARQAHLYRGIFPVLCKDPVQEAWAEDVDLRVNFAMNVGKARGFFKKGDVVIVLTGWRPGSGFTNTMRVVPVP
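ATP formation by purified human PK-M2, quantified via coupled luciferase luminescence after 1 h at room temperature with 0.1 mM ADP and 0.5 mM PEP final.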
NPC1 promoter act – NPC1 promoter activation | Potency, µM (highest dose often 9.22 µM), for inactives: top-dose activation, usual class: activators | Huh7 NPC1 promoter luciferase reporter, 24 h | 320,000 compounds, 2.4% hits;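 also: potency is read from the fitted curve at half-maximal effect; % of control where 0% means no effect; nearly all actives have a fitted effect of over 60% in size; reporter is driven by a mutant NPC1 promoter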
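Luminescence read-out of NPC1 promoter-driven luciferase in stably transfected Huh7 cells; compounds delivered in DMSO and left 24 h at 37C, 5% CO2, qHTS titration format.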
Starred values were filed as active, the others as inactive; ? = inconclusive; . = not tested or not shown; [ ] = another dose, or the depositor's remark. Unless noted, calls follow the shape of the dose curve; as a rule, active = well fitted curve in the direction sought with a large enough effect; inconclusive = small, poorly fitted or top-dose-only effect, or another doubt; inactive = no such curve, though single readings can be large; an effect the other way counts as inactive or inconclusive. These rows are one share of the data, so the mix of outcomes need not match the whole.

smiles | Mito fusion act | Rab9 prom act | RORgamma inh | NPC1 promoter act | KCNH2 3.1 block | PKM2 activator | FLuc modulator | MBNL1-CUG inh | VP16 counter | ELG1 DNA repair | Menin MLL FP TR
Cc1nnc(NC(=O)c2ccc(N3CCCC3=O)cc2)s1 | -4% | 2.2µM* | . | ? | 4 | . | 24µM* | . | . | ? | .
COC(=O)COc1ccc(C2NC(=O)NC(C)=C2C(=O)NCc2ccccc2)cc1OC (stereo unspecified) | -5% | -2% | 3% | 0% | 9 | 1% | -1% | -3% | 2% | 5% | 4%
CCC1CCCCN1CCCNC(=O)CNC(=O)c1nn(-c2ccc(OC)c(Cl)c2)c(=O)c2ccccc12 (stereo unspecified) | 3% | -2% | 23% | 1% | -11 | 5% | -1% | ? | 10% | -4% | -20%
O=C(C1=C(O)C(=O)N(CCN2CCOCC2)C1c1cccc([N+](=O)[O-])c1)c1cccs1 (stereo unspecified) | -9% | -5% | 8% | -5% | 13 | . | 0% | 15% | 14% | 6% | 12%
Cc1nccc2[nH]c(=O)c(C(=O)NC(C)CCc3ccccc3)cc12 (stereo unspecified) | 3% | -3% | 35% | -4% | . | 3% | 1% | -2% | -14% | -13% | -8%
O=C(CCC1CCCN(Cc2ccc3c(c2)CCO3)C1)NCc1ccc(F)c(F)c1 (stereo unspecified) | -8% | 0% | 8% | -5% | -22 | -1% | -1% | 0% | 13% | -3% | -10%
CC(CN1CCCCC1)OC(=O)COc1ccc(Br)cc1 (stereo unspecified) | 0% | -2% | -10% | 0% | 11 | 2%[11.5 µM] | 1% | -4% | -4% | 4% | 1%
CCOC(=O)c1c(C)[nH]c(C(=O)COC(=O)c2[nH]c(C)c(C(C)=O)c2C)c1C | 1% | -16% | 6% | -7% | 1 | -8% | -2% | 23% | 2% | ? | .
Cc1ccccc1NC(=O)Cn1nnc2ccccc21 | 4% | 9% | 16% | 7% | 18 | -3% | -10% | -2% | 2% | 6% | 3%
CCCCN(CC)CCNC(=O)Cn1cnc2sc(C)c(S(=O)(=O)N3CCOCC3)c2c1=O | -8% | -3% | -14% | 2% | 2 | -8% | 2% | 1% | -1% | -3% | -9%
C=CCNC(=O)C1CC(=O)N(c2ccc(OCC(=O)N3CCCC3)cc2)C1 (stereo unspecified) | -6% | -5% | 13% | -6% | 1 | . | 1% | -1% | -1% | 24% | 12%
CCOc1cc2[nH]c(=S)n(Cc3ccc(C(=O)O)cc3)c(=O)c2cc1OCC | -4% | -11% | 7% | -1% | 7 | . | -2% | -3% | -1% | 0% | 34%[activator]
COc1ccc(/C=N/NC(=O)c2cc(OC)c(OC)c(OC)c2)cc1CN1CCc2cc(OC)c(OC)cc2C1C (stereo unspecified) | -7% | 1% | -13% | -7% | ? | 5% | -14% | ? | -4% | ? | -18%
CCN(CC)c1ccc(NC(=O)C2CCCC2)cc1 | 1% | ? | -38%[1.91 µM] | 13% | 4 | -3% | ? | 2% | 25% | ? | 6%
C[C@H](NC(=O)c1ccco1)C(=O)NCCc1ccc(S(N)(=O)=O)cc1 | 5% | -1% | 0% | -6% | 7 | 0% | -2% | -1% | -8% | 2% | .
CS(=O)(=O)c1nc(S(=O)(=O)c2ccc(Cl)cc2)c(N2CCCCCC2)s1 | -4% | 1% | -12% | -4% | -6 | . | 0% | 9% | -1% | -1% | -6%
Cc1cc(C)c2c(-n3cccc3)c(C(=O)O)sc2n1 | 5% | 0.63µM* | 9% | 1µM* | -8 | -2% | 2.7µM* | -4% | -1% | ? | -1%
Cc1ccc2c(c1)NC(=O)C(CC(=O)NCCCN1CCCC1)O2 (stereo unspecified) | 1% | -3% | -21% | 1% | 1 | 3% | 0% | 12% | 2% | -2% | -19%
COCCCn1c2nc3ccccc3nc2c2c(=O)n(CC3CCCO3)cnc21 (stereo unspecified) | -1% | -1% | -17% | 0% | 0 | -7% | -1% | ? | 0% | -16% | -15%
CCOc1ccc(S(=O)(=O)n2cnc3cc(C)c(C)cc32)cc1 | 8% | -7% | ? | 1% | 3 | -3% | 4% | -4% | ? | -21% | 21%
Cc1ccccc1C1(CCN2CCCCC2)CCOC(C)(C)C1 (stereo unspecified) | -6% | 4% | -4% | -1% | -8 | -14% | -2% | -2% | -14% | -11% | 8%
CCOc1cc(N2CCOCC2)c(OCC)cc1NC(=O)c1ccco1 | 9% | -5% | -10% | -6% | -5 | -2% | -2% | -3% | 14% | -25% | 4%
COc1ccc(N2CC(C(=O)Nc3nc4ccc(F)cc4s3)CC2=O)c(OC)c1 (stereo unspecified) | -5% | 12% | 10% | 16% | -8 | 0% | -19% | 2% | -4% | ? | 3%
NC(=O)c1ccccc1N/C=C/C(=O)c1ccc(Cl)cc1Cl | -2% | 0.5µM* | 0.63µM* | 0.79µM* | -6 | -33% | 0.19µM* | ? | 4µM* | ? | 15%
Cc1ccc2nc(-c3cccc(NS(C)(=O)=O)c3)cc(-c3ccccc3)c2c1 | -37%[inhibitor] | 6% | 0% | 3% | 1 | -25% | -7% | -2% | -14% | ? | 16%
Oc1cc(NCc2ccc(F)cc2)cc2cccnc12 | 9% | -3% | . | -16% | . | . | 0% | . | . | ? | .
Cc1ccc(NC(=O)C2CCCN(S(=O)(=O)c3cccc4nonc34)C2)cc1 (stereo unspecified) | 5% | -1% | -8% | 0% | -3 | 1% | 4% | 2% | 1% | 19% | ?
COc1ccc(CCCC(=O)O)c(C)c1 | -2% | 1% | ? | -2% | 2 | -6% | 3% | -6% | -8% | 3% | -11%
CC(=O)Cc1nsc(NC(=O)c2ccc(-c3cccc(C(F)(F)F)c3)o2)n1 | 9% | 1% | 13% | 0% | -20 | 0% | 9.5µM* | 7% | 2% | 4% | 35%[activator]
CCOC(=O)C1=C(CN2CC(C)CC(C)C2)NC(=O)NC1c1ccc2c(c1)OCO2 (stereo unspecified) | 4% | -16% | 35% | -2% | 2 | 0% | -4% | 3% | 0%[10 µM] | ? | -16%
CC1CCC(NC(=O)c2cc(S(=O)(=O)N3CCCCC3)ccc2N2CCOCC2)CC1 (stereo unspecified) | -2% | -9% | . | -1% | 10 | . | 5% | . | . | -7% | .
C#CCOCCOCCOCCNc1nc(N2CCN(C(=O)[C@H](CCCCN)n3cc([C@@H](N)CC(C)C)nn3)CC2)nc(N2CCN(C(=O)[C@H](Cc3ccc(O)cc3)n3cc([C@@H](N)CC(C)C)nn3)CC2)n1 | 3% | 12% | 13% | -4% | 40 | -3% | 0% | 8% | 5% | 13% | -20%
Cc1oc2nc(SCC(=O)N3CCCCC3)nc(N)c2c1C | -4% | 4% | 32% | 11% | -35 | -2% | ? | 6% | ? | ? | -11%
CC1CC(C)CN(S(=O)(=O)c2ccc(C(=O)N3CC(C)OC(C)C3)cc2)C1 (stereo unspecified) | -2% | 3% | -23% | 3% | 7 | -8% | 3% | 0% | -5% | 10% | .
Cc1nn(Cc2ccccc2Cl)c(Cl)c1C(=O)NCCc1ccccc1 | 11% | 1.6µM* | -9% | 4µM* | -7 | -6% | 3.8µM* | 16% | -11% | ? | -18%
CCOCCCNC(=O)CN1C(=O)/C(=C/c2ccccc2C)Sc2ccccc21 | -13% | 1% | 20% | 0% | 20 | 8% | -16% | 10% | 3%[10 µM] | ? | ?
Cc1cccc(C)c1NC(=O)CCCCCC1NC(=O)NC1C (stereo unspecified) | 20% | 0% | -1% | -4% | 11 | -10% | -3% | 0.71µM* | 2% | -8% | 17%
COc1ccccc1CNC(=O)CSC1=NCCS1 | -5% | ? | 0% | 21% | -14 | 9% | ? | 15% | 20% | ? | 2%
CCOC(=O)C1=C(Cc2ccc(OC)cc2)C(=O)c2ccccc2C1=O | 4% | 1% | 10µM* | -14% | -9 | 19% | 11µM* | ? | ? | 7% | .
Cn1ncc(C(N)=O)c1NC(=S)NC(=O)c1ccc(Br)o1 | 1% | -1% | 12% | 0% | -37 | 9% | 2% | -9% | -10% | 7% | 2%
COCCn1c(=NC(C)=O)sc2cc([N+](=O)[O-])ccc21 | 8% | 0% | 25% | 2% | 9 | -5% | -2% | . | 0% | 0% | 0%
